IEC-6 cytotox = counter-screen for KLF5 inhibitors: cytotoxicity in IEC-6 cells; IEC-6 cytotoxicity, luminescence viability; inhibition, % at 5 µM; 290,000 tested, 0.78% active; in the data active = inhibition above about 22%;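 also: 0% = plate median of test compound wells and 100% = cytotoxic reference compound wells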
GSK3A inh = human GSK-3 alpha kinase inhibition. P49840. ADP-Glo luminescence, 60 min. inhibition, % at 10 µM. 320,000 tested, 0.1% active. AID 2650;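 in the data active = inhibition above about 50%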;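 also: GST-tagged GSK-3 alpha with peptide substrate and 25 µM ATP; 0% = DMSO neutral wells and 100% = GW8510 positive control wells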
Target sequence (P49840 whole entry, looked up): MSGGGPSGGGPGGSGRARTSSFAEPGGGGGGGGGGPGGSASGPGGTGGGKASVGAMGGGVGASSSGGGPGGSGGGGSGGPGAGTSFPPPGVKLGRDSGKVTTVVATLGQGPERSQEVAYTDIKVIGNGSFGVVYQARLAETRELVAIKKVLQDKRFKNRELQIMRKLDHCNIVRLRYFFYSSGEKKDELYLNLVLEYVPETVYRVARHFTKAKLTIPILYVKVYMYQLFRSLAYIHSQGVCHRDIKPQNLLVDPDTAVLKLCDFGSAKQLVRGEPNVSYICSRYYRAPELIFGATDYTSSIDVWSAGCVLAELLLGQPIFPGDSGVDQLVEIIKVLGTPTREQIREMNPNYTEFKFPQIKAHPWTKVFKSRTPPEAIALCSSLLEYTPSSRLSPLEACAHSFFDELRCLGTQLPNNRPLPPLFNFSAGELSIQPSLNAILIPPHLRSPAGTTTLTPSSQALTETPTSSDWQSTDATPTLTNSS
Platelet DG rel = modulates dense granule release in human platelets. human platelet-rich plasma, SFLLRN dense granule ATP release, luminescence. inhibition, %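 (compounds screened at 7.5 µM in platelet-rich plasma)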. 300,000 tested, 0.22% active. AID 1663;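 active = mean replicate score, as percent of positive control, at or above 50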
GSK3beta inhib = blocks human GSK3beta kinase activity | activity score (negative = inhibition), % at 10 µM | P49841 | GST-GSK3beta kinase, ADP-Glo luminescence, 60 min; stronger effect = lower value | 300,000 tested, 0.038% active;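 active = more than half of replicate wells score below -50%, meaning over 50% inhibition versus plate controls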;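 also: 0% = median DMSO wells and -100% = median GW8510 positive control wells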
Target sequence (P49841 whole entry, looked up): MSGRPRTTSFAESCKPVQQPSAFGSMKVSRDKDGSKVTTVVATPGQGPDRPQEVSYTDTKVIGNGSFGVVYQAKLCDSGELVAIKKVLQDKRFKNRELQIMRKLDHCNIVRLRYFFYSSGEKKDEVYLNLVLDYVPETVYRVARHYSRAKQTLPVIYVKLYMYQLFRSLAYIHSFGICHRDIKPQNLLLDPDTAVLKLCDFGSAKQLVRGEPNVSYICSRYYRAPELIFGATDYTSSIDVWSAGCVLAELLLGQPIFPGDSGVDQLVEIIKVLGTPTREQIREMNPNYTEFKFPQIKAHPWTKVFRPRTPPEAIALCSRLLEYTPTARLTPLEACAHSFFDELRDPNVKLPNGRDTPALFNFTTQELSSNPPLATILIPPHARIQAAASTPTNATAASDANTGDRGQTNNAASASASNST
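Assay system: GST-fused GSK3beta enzyme, cell-free / Medium: Tris pH 7.5 buffer with MgCl2, DTT, BSA, heparin / Also added: peptide substrate plus 25 µM ATP (final) / Compound: 10 µM single point / Timing: kinase reaction with compound 60 min at room temperature / Detection: ADP-Glo luminescence / Benchmarks: DMSO neutral wells and GW8510 at 20 µM as positive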
HSF1 activator = increases HSF-1 driven luciferase reporter signal. NIH3T3-HGL HSF-1 luciferase reporter, MG132, 8 h; 100% = twice DMSO control signal. activation, % at 9 µM. 300,000 tested, 1.7% active;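 active = mean replicate activation of at least 50% with a set share of replicates each reaching 50%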;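 also: 0% = median of the neutral control wells and 100% = twice that signal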
KLF5 inh = inhibitors of KLF5 expression; DLD-1 KLF5 promoter-luciferase reporter, luminescence; inhibition, % at 5 µM; 290,000 tested, 0.23% active; AID 1700;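 active = inhibition above a per-plate limit of that plate's mean compound inhibition plus 3 SD, cut at about 60% in these data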;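 also: 0% = DMSO wells and 100% = LY294002 at 200 µM; higher means less KLF5 promoter-driven luciferase light; inactives centre near -14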
aSyn UTR inh = 5' untranslated region of α-synuclein, MLPCN primary screen; alpha-synuclein 5'UTR reporter, inhibitor activity; inhibition, % (tested at 7.5 µM); 300,000 tested, 0.82% active; in the data active = inhibition above about 60%;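 also: H4 neuroglioblastoma cells stably carrying SNCA 5'UTR luciferase fusion; 0% = DMSO wells and 100% = positive control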
HSP90 inh = HSP90 refolding inhibition in rabbit reticulocyte lysate; luciferase refolding luminescence, 3 h; inhibition, % at 5.6 µM; 290,000 tested, 0.91% active;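 active = inhibition above the screen-wide mean plus 3 SD, computed separately per campaign, cut at about 16% in these data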;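 also: 0% = DMSO wells and 100% = 60 µM geldanamycin wells; inhibitors lower the luminescence because luciferase stays unfolded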
Dyrk1A ADPGlo = inhibitors of rat Dyrk1A kinase | AID 504441 | ADP-Glo luminescence, NFATc1 peptide | inhibition, % at 12.5 µM | 310,000 tested, 0.43% active | Q63470; in the data active = inhibition above about 50%;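 also: plate controls were vehicle with enzyme for no effect and no enzyme for full effect; many of its hits are not listed in these tables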
HSF1 inhib = HSF1 inhibition. NIH3T3-HGL HSE-luciferase, MG132-induced, luminescence 8 h; stronger effect = lower value. activity change, negative = inhibition, % at 7.5 µM (by protocol). 300,000 tested, 0.77% active;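 active = more than half of replicate wells show activity change below -50%, luminescence cut by over half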;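 also: luciferase reports HSF-1 transcriptional activity via heat shock element; 0% = median of DMSO wells and -100% = zero luminescence signal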
Starred values were filed as active, the others as inactive; x = no result given.

SMILES	IEC-6 cytotox	GSK3A inh	Platelet DG rel	GSK3beta inhib	HSF1 activator	KLF5 inh	aSyn UTR inh	HSP90 inh	Dyrk1A ADPGlo	HSF1 inhib
CC(C)C(=O)NNC(=O)C1CC1(c1ccccc1)c1ccccc1 (stereo not drawn)	6	-2	-5	0	-4	-2	-5	1	5	3
COc1ccc(/C=C/C(=O)C(C(N)=O)=C2SCCS2)cc1	2	0	6	-2	48	-51	-109	1	2	14
COC(=O)c1ccc(CNC(=O)C2CCC(=O)N(Cc3ccccn3)C2)cc1 (stereo not drawn)	-3	-1	-4	7	3	-20	14	0	x	-4
COC(=O)c1nc(NC(=O)c2cc(OC)c(OC)c(OC)c2)n[nH]1	-5	-1	-15	0	1	-6	-1	0	-6	-7
Cc1ccc2nc(NC(=O)C3CCN(S(=O)(=O)c4ccc5c(c4)oc(=O)n5C)CC3)sc2c1	2	-2	-4	-3	0	2	-2	-1	1	-2
S=c1[nH]nc(-c2cccnc2)n1/N=C/c1ccccc1	-2	5	13	-2	-29	-26	16	-1	10	-11
CN(C)/C=C/C(=O)c1cnc(-c2ccccc2Cl)s1	-1	2	6	3	-11	-13	-127	-2	5	-6
CC1CN(C(=O)c2ccc(COc3ccc4ccccc4c3)o2)CC(C)O1 (stereo not drawn)	1	-1	3	8	38	-42	-41	14	-1	21
Nc1nnc(-c2ccc(Cl)c([N+](=O)[O-])c2)s1	1	-1	6	6	17	-7	-44	2	0	4
Cc1cc(C)n(C(=O)CNC(=O)c2cccc(F)c2)n1	2	x	-1	2	11	-31	-1	5	0	-1
O=C(CSc1nc2ccccc2[nH]1)N/N=C/C=C\c1ccccc1[N+](=O)[O-]	-5	1	11	-1	0	-4	-5	-7	0	2
COc1ccccc1-c1cc(C(=O)N2CCN(c3ccccc3OC)CC2)no1	5	0	4	0	0	0	17	-1	2	-4

Reprinted from the part before: 2 entries, followed by the next part.
SMILES	IEC-6 cytotox	GSK3A inh	Platelet DG rel	GSK3beta inhib	HSF1 activator	KLF5 inh	aSyn UTR inh	HSP90 inh	Dyrk1A ADPGlo	HSF1 inhib
O=C(CSc1nc2ccccc2[nH]1)N/N=C/C=C\c1ccccc1[N+](=O)[O-]	-5	1	11	-1	0	-4	-5	-7	0	2
COc1ccccc1-c1cc(C(=O)N2CCN(c3ccccc3OC)CC2)no1	5	0	4	0	0	0	17	-1	2	-4
CCOc1cc(CNCCc2ccc(S(N)(=O)=O)cc2)ccc1OCC(=O)NC1CCCCC1	-2	2	-3	0	20	-13	8	-4	1	-3
COc1cc(C)c(Cl)cc1S(=O)(=O)N1CCSC1	1	0	3	-1	4	-13	1	8	2	1
O=C(CN1C(=O)c2ccccc2S1(=O)=O)NCCC1=CCCCC1	-2	0	-2	-2	9	-24	15	2	-7	1
CCC(C)(NC(=O)c1ccccn1)C(=O)NC1CCCCC1 (stereo not drawn)	4	1	-1	2	-62	-22	-25	0	-4	-55*
O=C(NCc1ccccc1)c1ccc(CS(=O)(=O)c2ccccc2)o1	2	-1	-3	-3	4	-58	9	-2	-3	1
COc1ccc(C(=O)C2=NN(C(C)=O)CC2c2ccco2)cc1 (stereo not drawn)	0	0	1	x	39	-14	-13	2	-5	29
Cc1c(C2=CCN(S(=O)(=O)c3ccc(Br)cc3)CC2)c2ccccc2n1C	2	-1	10	2	-70	-31	-18	4	1	-60*
COc1ccc(OCc2cccc(C(=O)Nn3cc([N+](=O)[O-])cn3)c2)cc1	4	0	1	0	-60	93*	13	18*	5	-54*
Cc1ccc(NNC(=O)c2c(F)cccc2Cl)cc1Cl	2	1	8	4	0	10	18	-3	x	-11
COC(=O)CCC(=O)OC1(C)C(=O)C=C2C=C(C3CC3)N(CCc3c[nH]c4ccccc34)C=C2C1=O (stereo not drawn)	x	2	10	1	-9	x	17	x	7	-3
CCc1nnc(NC(=O)CSc2nnc(COc3ccc(C)cc3)n2-c2ccccc2)s1	4	-2	2	-3	-7	16	-24	7	-2	-4
O=C(CN1C(=O)C2C3C=CC(C3)C2C1=O)NCc1ccc2c(c1)OCO2 (stereo not drawn)	1	1	-11	-2	-22	-11	9	-1	9	-9
Cc1ccc(NC(=O)CN2C(=O)NC(C)(CCc3ccccc3)C2=O)cc1 (stereo not drawn)	-2	x	18	2	-5	-7	26	-1	-2	4
CN(Cc1ccon1)C(=O)CC1C(=O)NCCN1Cc1cccc(F)c1F (stereo not drawn)	-4	0	0	4	23	-29	-14	0	4	-8
CC1=NN=C(c2ccccc2)C(c2c[nH]c3ccccc23)N1O (stereo not drawn)	2	7	6	2	18	-12	-33	0	0	5
COc1ccccc1-n1cnc2cc(C(=O)NC3CCCC3)ccc21	-2	-1	10	2	2	-5	3	1	5	-4
CC(C)NC(=O)COC(=O)c1cccc(NS(=O)(=O)/C=C/c2ccccc2)c1	0	-3	3	0	14	-10	-2	2	-1	3
Cc1cccc(Nc2nc(Cl)ncc2F)c1C	2	0	5	0	6	-19	-7	3	-4	2
CC(C)=CC(=O)N1CC[C@@H](N2CCN(c3ccccc3F)CC2)[C@H](O)C1	-8	-4	2	3	9	-21	8	-2	2	3
C[C@H](CCC(=O)NCC(=O)O)[C@H]1CC[C@H]2C3[C@H](O)C[C@@H]4C[C@H](O)CC[C@]4(C)[C@H]3C[C@H](O)[C@]12C (stereo partly drawn)	x	-1	1	2	-12	x	7	x	4	-3
COCCC(=O)N1CCCC(C(=O)c2ccccc2SC)C1 (stereo not drawn)	6	-3	-4	0	1	-9	-10	10	x	-2
O=C(NC1CCS(=O)(=O)C1)c1ccccc1C(=O)c1ccccc1 (stereo not drawn)	-1	-3	-6	0	x	2	-18	-1	-7	x
Cc1csc(NC(=O)CCC(=O)N(CC(=O)NC2CCCCC2)c2ccccc2)n1	-4	-1	-18	-1	14	-17	10	-6	2	5
Cc1ccc(OCCN2CCCCCC2)c(C)c1	1	-2	-7	0	21	6	0	3	2	4

Sorted by value in KLF5 inh (descending): three from the list above.
SMILES | GSK3A inh | Platelet DG rel | GSK3beta inhib | HSF1 activator | KLF5 inh | aSyn UTR inh | HSP90 inh | Dyrk1A ADPGlo | HSF1 inhib
CC(C)NC(=O)COC(=O)c1cccc(NS(=O)(=O)/C=C/c2ccccc2)c1 | -3 | 3 | 0 | 14 | -10 | -2 | 2 | -1 | 3
Cc1csc(NC(=O)CCC(=O)N(CC(=O)NC2CCCCC2)c2ccccc2)n1 | -1 | -18 | -1 | 14 | -17 | 10 | -6 | 2 | 5
CN(Cc1ccon1)C(=O)CC1C(=O)NCCN1Cc1cccc(F)c1F (stereo not drawn) | 0 | 0 | 4 | 23 | -29 | -14 | 0 | 4 | -8

Continued.
SMILES	IEC-6 cytotox	GSK3A inh	Platelet DG rel	GSK3beta inhib	HSF1 activator	KLF5 inh	aSyn UTR inh	HSP90 inh	Dyrk1A ADPGlo	HSF1 inhib
CC1(C)CC(=O)C2=C(C1)NC(=S)C(C#N)C21CCCCC1 (stereo not drawn)	-1	6	14	2	-2	-30	-17	2	x	-2
CCOc1cccc(C(=O)Nc2ccc(N(CC)CC)cc2)c1	3	-2	-2	0	14	-26	-34	-4	-3	11
Cc1ccc(C(=O)/C=C/c2ccco2)c(O)c1	-1	0	14	1	21	-22	-46	0	-8	-1
CCOC(=O)N1CCN(C(=O)c2cn(CC)c3ccc(S(=O)(=O)N4CCCCC4)cc3c2=O)CC1	2	1	-1	-2	-15	11	13	2	-8	-4
CCOc1ccc(S(=O)(=O)N2CCCC(C(=O)N3CCOCC3)C2)cc1Cl (stereo not drawn)	-4	1	-6	-1	-7	-46	-4	4	5	2
COc1ccc(NC2CCCN(Cc3cccc4cnccc34)C2)cc1OC (stereo not drawn)	0	0	-14	1	12	-31	14	-1	x	-8
CC(C)(O)C#Cc1ccc(CN2CCN(C3CCCCC3)C(CCO)C2)cc1 (stereo not drawn)	1	-1	8	1	-4	-18	-4	-3	-2	-10
CCOC(=O)C1CCCCN1Cc1cn(C)nc1-c1ccccc1F (stereo not drawn)	-2	0	-4	0	-13	-13	3	-3	-4	-2
Cc1c(Cl)cccc1NC(=O)C(=O)NNC(=O)c1ccccc1F	-2	-5	0	0	12	-8	9	-2	x	-3
O=C(N/N=C/c1cccc(F)c1)c1ccc(Cl)cc1	2	0	0	-4	17	-109	-150	-6	-5	19
CN(C)N(C)C(=O)C(O)(c1ccccc1)c1ccccc1	-6	2	0	3	1	-14	-26	0	-3	-10
CC(C)CN(C(=O)COc1ccc2ccc(=O)oc2c1)C1CCS(=O)(=O)C1 (stereo not drawn)	0	0	7	2	6	-2	-5	0	-8	-6

As entered above.
GSK3beta inhib result of Cc1ccc(C(=O)/C=C/c2ccco2)c(O)c1 → 1
aSyn UTR inh result of CCOC(=O)N1CCN(C(=O)c2cn(CC)c3ccc(S(=O)(=O)N4CCCCC4)cc3c2=O)CC1 → 13

New compounds follow.
SMILES	IEC-6 cytotox	GSK3A inh	Platelet DG rel	GSK3beta inhib	HSF1 activator	KLF5 inh	aSyn UTR inh	HSP90 inh	Dyrk1A ADPGlo	HSF1 inhib
S=C(NCc1ccco1)Nc1ccc(Oc2ccc(Cl)cc2)cc1	0	6	2	7	34	-6	8	5	9	15
O=C(NCCc1ccccc1)c1ccc2c(c1)OCCO2	2	-1	10	-1	-69	97*	106*	85*	4	-66*
CN(C)/C=N/c1cc(=O)n(C)c(=O)n1CC1CC1	4	-1	-5	-3	2	-3	1	2	-2	0
COc1ccc(Oc2cc(Cl)nc(N)n2)cc1	-1	-2	3	-2	-2	-32	1	2	5	-2
NC(=O)c1ccc(NC(=O)COC(=O)CCCN2C(=O)c3cccc4cccc(c34)C2=O)cc1	1	x	6	-3	4	-8	22	3	19	2
CCOC(=O)c1c(NC(=O)c2ccccc2Br)sc2c1CCc1ccccc1-2	4	-1	3	-4	4	-30	10	7	4	-9
CCc1nc(-c2ccccc2)cc(=O)[nH]1	4	3	5	2	-4	-4	17	-1	19	-2
NS(=O)(=O)c1ccc(N/N=C2/CCCCC2C2CCCCC2)c([N+](=O)[O-])c1 (stereo not drawn)	-1	3	-6	1	5	4	3	1	-3	-7

Compound profiles (already shown).
CN(C)/C=N/c1cc(=O)n(C)c(=O)n1CC1CC1 is listed with IEC-6 cytotox = 4; GSK3A inh = -1; Platelet DG rel = -5; GSK3beta inhib = -3; HSF1 activator = 2; KLF5 inh = -3; aSyn UTR inh = 1; HSP90 inh = 2; Dyrk1A ADPGlo = -2; HSF1 inhib = 0
NS(=O)(=O)c1ccc(N/N=C2/CCCCC2C2CCCCC2)c([N+](=O)[O-])c1 (stereo not drawn) is listed with IEC-6 cytotox = -1; GSK3A inh = 3; Platelet DG rel = -6; GSK3beta inhib = 1; HSF1 activator = 5; KLF5 inh = 4; aSyn UTR inh = 3; HSP90 inh = 1; Dyrk1A ADPGlo = -3; HSF1 inhib = -7

Screening results as filed in PubChem BioAssay.

These rows are one share of the data; rates above refer to the full screens.
